Screening results deposited in PubChem BioAssay by several laboratories.
BoNT F protease – inhibitors of Botulinum neurotoxin F light chain protease | inhibition, % at 10 µM | Multiplex microsphere protease cleavage assay, flow cytometry | 360,000 compounds, 0.22% hits | AID 588497; in the data active means inhibition above about 35%, passing the limit was not always enough; inconclusive means no clear call, values can overlap the other calls; further: plate controls were buffer without enzyme for full effect and enzyme alone for no effect
UGM FP inh – Mtb UDP-galactopyranose mutase inhibition | P9WIQ1 | purified UGM, fluorescence polarization probe displacement | inhibition, % at 10 µM | 320,000 compounds, 0.06% hits | AID 504406; in the data active means inhibition above about 10%, passing the limit was not always enough; inconclusive means no clear call, values can overlap the other calls
Target sequence (P9WIQ1 whole entry, looked up): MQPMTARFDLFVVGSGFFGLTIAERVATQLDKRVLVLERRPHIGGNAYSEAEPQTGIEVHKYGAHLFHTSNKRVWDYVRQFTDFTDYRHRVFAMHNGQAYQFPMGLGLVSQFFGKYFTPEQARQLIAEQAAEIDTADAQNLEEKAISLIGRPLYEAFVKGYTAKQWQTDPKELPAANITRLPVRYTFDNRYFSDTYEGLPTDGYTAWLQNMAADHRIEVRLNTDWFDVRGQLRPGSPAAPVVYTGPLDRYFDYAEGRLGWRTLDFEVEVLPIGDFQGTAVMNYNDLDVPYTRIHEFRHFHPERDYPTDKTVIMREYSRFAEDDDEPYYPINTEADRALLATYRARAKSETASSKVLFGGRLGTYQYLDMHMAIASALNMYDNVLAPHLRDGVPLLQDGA
MazEF act – activators of E. coli MazEF toxin-antitoxin RNase; FAM/BHQ RNA-DNA oligo cleavage fluorescence, 5 h; activation, % at 20 µM; 350,000 compounds, 0.32% hits; in the data active means activation above about 50%
Target sequence (P0AE70 whole entry, looked up): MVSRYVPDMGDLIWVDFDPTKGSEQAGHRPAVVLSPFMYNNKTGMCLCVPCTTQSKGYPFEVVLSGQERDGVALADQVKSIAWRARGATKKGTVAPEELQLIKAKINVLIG
Mtb FBA inh – Mtb fructose-bisphosphate aldolase inhibition. P9WQA3. purified M. tuberculosis FBA, fluorescence read-out. inhibition, % at 1 µM. 360,000 compounds, 2.3% hits. AID 588726; in the data active means inhibition above about 27%;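 further: 0% = vehicle and 100% = reference inhibitor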
Target sequence (P9WQA3 whole entry, looked up): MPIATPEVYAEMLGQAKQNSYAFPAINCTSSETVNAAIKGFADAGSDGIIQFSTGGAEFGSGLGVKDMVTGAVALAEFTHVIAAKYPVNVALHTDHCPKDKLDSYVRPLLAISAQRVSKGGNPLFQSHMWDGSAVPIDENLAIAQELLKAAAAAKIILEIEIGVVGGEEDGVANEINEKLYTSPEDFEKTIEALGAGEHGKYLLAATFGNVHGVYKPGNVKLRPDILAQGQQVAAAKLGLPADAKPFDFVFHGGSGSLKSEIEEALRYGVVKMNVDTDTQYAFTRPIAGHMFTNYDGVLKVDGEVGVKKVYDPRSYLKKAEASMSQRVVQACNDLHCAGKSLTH
Rv3671c inh – inhibitors of M. tuberculosis serine protease Rv3671c; inhibition, % at 5.96 µM; AID 2606; 320,000 compounds, 0.048% hits; P9WHR9; in the data active means inhibition above about 38%;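 further: extracellular domain of Rv3671c used as enzyme; 0% = enzyme with DMSO and 100% = no enzyme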
Mtb BioA inh – inhibitors of Mycobacterium tuberculosis BioA enzyme; purified M. tuberculosis BioA enzyme, plate reader; inhibition, % at 9.99 µM; 360,000 compounds, 0.096% hits; in the data active means inhibition above about 40%; inconclusive means no clear call, values can overlap the other calls
PrPC surface inh – inhibitors of human cell surface prion protein PrPC; P04156; TR-FRET read-out; inhibition, % at 13.8 µM; 370,000 compounds, 0.43% hits; AID 720596; in the data active means inhibition above about 24%; further: 0% = median of the test wells and 100% = reference compound wells
FadD28 binding – inhibitors of Mycobacterium tuberculosis FadD28 bisubstrate binding; FadD28 bisubstrate probe binding, fluorescence polarization; inhibition, % at 12.5 µM; 360,000 compounds, 0.22% hits; in the data active means inhibition above about 8.5%, passing the limit was not always enough; inconclusive means no clear call, values can overlap the other calls
GDH-TPI counter – GDH-TPI coupled enzyme inhibition counter-screen | GDH-TPI coupled enzyme counterscreen, NADH absorbance | inhibition, % at 4.8 µM | 360,000 compounds, 1.2% hits; in the data active means inhibition above about 30%;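 further: 0% = DMSO wells and 100% = wells lacking the enzyme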
An asterisk follows results filed as active; ? = inconclusive; nt = no result given; + = active, no number.

Every second line gives: BoNT F protease | UGM FP inh | MazEF act | Mtb FBA inh | Rv3671c inh | Mtb BioA inh | PrPC surface inh | FadD28 binding | GDH-TPI counter
- CCN(CC)C(=O)[C@H]1C[C@H](CC(=O)NCCc2ccccn2)C(=O)N2CCc3c([nH]c4cc(CCC(=O)N(C)C)ccc34)[C@]12C
    -6 | nt | 7 | -1 | nt | -0.7 | 0 | 0.1 | -5
- COC(=O)c1sc(S(=O)(=O)NCc2ccccc2)c(C(=O)OC)c1C
    -3 | 3.0 | 7 | 1 | 2 | 1.9 | 6 | -2.1 | 10
- CCNC(=O)/C(=C\c1ccccc1)NC(=O)/C=C/c1ccccc1
    -13 | 2.3 | 8 | 0 | -11 | -1.2 | -7 | -4.2 | -4
- COC(=O)c1ccc(CSc2nnc3c(Cl)cc(Cl)cn23)o1
    2 | -0.8 | -25 | 0 | 4 | 4.3 | -6 | -3.5 | 1
- CNC(=O)c1cccc2cccc(Sc3ccccc3C(=O)O)c12
    5 | 0.9 | 8 | -2 | -2 | nt | 0 | -3.5 | 2
- Cc1ccc(C2=CCNCC2)cc1
    -1 | -1.3 | 10 | 1 | -15 | 0.7 | -3 | -0.4 | 2
- CCN(CC)CCN=CC1=C(O)CNC1=O
    ? | -0.7 | -5 | 2 | -11 | -1.2 | 2 | -2.1 | -3
- COc1cccc(C2=NCCc3cc4c(cc32)OCO4)c1OC
    -6 | -0.2 | 5 | -1 | -4 | -0.5 | 2 | -1.7 | 11
- COC(=O)c1ccc(N/C=C/C(=O)c2ccccc2)cc1
    ? | 0.4 | -15 | 3 | -3 | 2.1 | -1 | -0.9 | 6
- O=C(C1CCCCC1)N1CCC(O)(c2ccc(Cl)cc2)CC1
    33 | 1.8 | 3 | 4 | -10 | -3.0 | nt | -4.7 | 1
- Cc1ccc2oc(C(=O)NCC(c3ccco3)N(C)C)c(C)c2c1 (stereo not given)
    -1 | 1.4 | 2 | 2 | 3 | 0.2 | 8 | 0.5 | 11
- Cc1ccnc2c1ccc1cccnc12
    2 | nt | -3 | -3 | nt | 0.5 | 35* | -3.4 | 0
- Cc1ccc(-c2nn(CC(=O)N(C)C)c(=O)c3ccccc23)cc1S(=O)(=O)N(C)C
    1 | 1.7 | 13 | -3 | 2 | 1.7 | 5 | -1.5 | 9
- Cc1ccsc1/C=N/n1c(=S)[nH]nc(C)c1=O
    -13 | nt | 5 | 0 | 12 | nt | 3 | 0.6 | 11
- NC(=S)N/N=C/c1coc2ccc(O)cc2c1=O
    -7 | -0.8 | 6 | -1 | 31 | nt | 6 | -4.4 | -1
- CC(C)Oc1ccc(S(=O)(=O)N2CCCCC2)cc1NC(=O)C1CSC2(C)CCC(=O)N12 (stereo not given)
    -11 | nt | 5 | -2 | 1 | -0.9 | 3 | -0.2 | -2
- COCCn1c(SCC(=O)N2CCCCC2)nc2cccnc21
    -8 | 0.4 | -2 | 4 | -1 | 0.9 | 5 | -1.9 | 4
- Cc1cc(=O)[nH]c2ccc(Cl)cc12
    0 | 1.2 | 1 | -5 | 8 | -0.7 | 15 | -3.2 | -2
- CC(C)(C)OCC(O)CN1CCN(C(=O)c2ccccc2)CC1 (stereo not given)
    -8 | -1.2 | -1 | 12 | -1 | -2.0 | -11 | -1.4 | 11
- CCOc1ccc2nc(N3CCCC(C(=O)NCCCN4C(C)CCCC4C)C3)sc2c1 (stereo not given)
    -2 | 0.4 | 11 | 2 | 1 | -0.4 | 6 | -2.6 | 10
- COc1ccc(Nc2ccc([N+](=O)[O-])cn2)cn1
    8 | 3.3 | 15 | -1 | -4 | -2.9 | -22 | -1.8 | 17
- CCOCCCN1CC(C(=O)NCc2ccc3c(c2)OCO3)CC1=O (stereo not given)
    -5 | 2.2 | 7 | 4 | 1 | nt | -1 | -0.6 | -1
- N=c1c(S(=O)(=O)c2ccc(Cl)cc2)cc2c(=O)n3ccccc3nc2n1CCN1CCOCC1
    6 | 1.7 | 14 | + | 3 | -0.3 | -18 | -4.0 | 12
- CCCCNC(=S)N1CCN(c2ccccc2Cl)CC1
    -1 | 0.4 | 9 | -2 | -7 | nt | 4 | -4.0 | -4
- Cc1nnc(NCCO)c2ccccc12
    -5 | 2.6 | -7 | 2 | 1 | -2.9 | -7 | -0.8 | 15
- CC(C)(C)NC(=O)CSc1nnc(-c2ccncc2)o1
    6 | 1.3 | 3 | 1 | -11 | nt | 6 | -1.3 | 7
- COc1ccc(NC(=O)CSc2nnc(CC(=O)Nc3ccc(F)cc3)n2C)cc1
    -17 | 0.2 | 6 | -1 | 7 | nt | 14 | nt | -7
- CCOC(=O)c1c(C)nc2c(c1C)c(=O)oc1ccccc12
    -5 | -1.4 | 2 | 0 | 0 | -0.9 | -4 | -0.3 | 3
- CCc1ccccc1N(CC)C(=O)CCc1nc(-c2ccc(C)cc2)no1
    -47 | -0.2 | -2 | -1 | 2 | -2.0 | -2 | -2.5 | 0
- O=C(CN1CCS(=O)(=O)CC1)N/N=C/c1cccc(C(F)(F)F)c1
    4 | 0.3 | -10 | 0 | 4 | 6.1 | 5 | -2.3 | 12
- CCCC/C(O)=C1\C(=O)CCCC1=NCCc1c(C)[nH]c2ccc(OC)cc12
    -14 | 1.0 | 5 | 4 | -4 | -1.2 | 5 | -0.9 | 20
- CCCc1c(C(=O)Nc2ccc(F)cc2C)cnn1-c1ccccc1
    ? | 1.9 | 4 | 0 | -10 | 4.5 | 2 | -1.6 | -3
- Cc1cc(C(=O)N/N=C/c2ccc(C)o2)c2ccccc2n1
    -1 | 2.2 | 5 | 0 | 5 | -1.2 | 7 | -1.9 | 24
- CN1C(=O)N(C)C2CC1N(C)C(=O)N2C
    -5 | -2.5 | 9 | -1 | 4 | -1.9 | 8 | -2.7 | -3
- O=C(CCS(=O)(=O)c1cc2c(cc1Cl)NC(=O)CO2)NCc1ccc(F)cc1
    -2 | 3.4 | 2 | 2 | 1 | -0.9 | 7 | -2.1 | -4
- CC(C)(C)C(=O)N1Cc2ccccc2-n2nncc2C1
    3 | nt | -3 | 3 | nt | 0.5 | 4 | -0.9 | 15
- FC(F)(F)c1cc(N2CCN(Cc3ccccc3)CC2)c2ccccc2n1
    -2 | -0.1 | 3 | 2 | 9 | nt | -2 | -1.4 | -1
- O=C(CSCc1ccccc1)N=Nc1c(O)[nH]c2ccccc12
    1 | 0.8 | -6 | 5 | -1 | -2.6 | -7 | -1.7 | 22
- COc1ccc(CNC(=O)CN(CC2CCCO2)C(=O)CNS(=O)(=O)c2ccc(C)cc2)cc1 (stereo not given)
    3 | 0.4 | 0 | 8 | -1 | -0.1 | 4 | -1.1 | 3
- CCCn1c(N2CCN(CC(=O)c3c[nH]c4ccccc34)CC2)nc2c1c(=O)[nH]c(=O)n2C
    -5 | 1.3 | 12 | 2 | -4 | 0.4 | 14 | -1.1 | 10
- O=C1NC(=O)N(Cc2ccco2)C(=O)/C1=C\c1ccc(-c2ccc(F)cc2)o1
    ? | -0.7 | -170 | -3 | -4 | 8.5 | -4 | 0.0 | -7
- CO/N=C/C(C#N)=C/c1ccc(OC)c(OC)c1
    -5 | 1.5 | -4 | -1 | -12 | nt | -26 | -1.6 | 26
- CCC(=O)N1CCc2cc(S(=O)(=O)NC(C(=O)NCc3ccccc3)C(C)C)ccc21 (stereo not given)
    6 | 0.3 | -8 | 0 | -4 | -0.8 | 6 | -1.5 | 13
- CN(Cc1ccc(Cl)cc1)C(=O)c1ccccc1SCC(=O)N1CCCC1
    -18 | nt | 6 | 1 | nt | -0.9 | 3 | -4.6 | -2
- C(=C\c1ccccc1)/CN1CCN(C(c2nnnn2C2CCCCC2)C2CC2)CC1 (stereo not given)
    0 | nt | nt | 0 | nt | 9.6 | -11 | -1.8 | nt
- O=S1(=O)CCN(Cc2ccncc2)CC1
    -2 | nt | 5 | 0 | nt | -1.2 | 3 | 2.4 | 12
- COCCCN1C(=O)C(CC(=O)NCc2cccc3ccccc23)CC(C(=O)N2CCOCC2)=C1C (stereo not given)
    0 | nt | nt | 0 | nt | 5.3 | -4 | -1.2 | nt
- COc1cc2c(cc1OC)CN(C(=O)c1cccc(S(=O)(=O)N(C)C)c1)CC2
    -1 | -1.1 | 4 | 7 | 2 | 0.1 | 5 | 0.7 | 11
- Cc1nc(Nc2ccc(Br)cc2Br)c([N+](=O)[O-])c(=O)[nH]1
    -3 | 0.1 | 4 | -3 | -9 | -1.2 | -7 | -0.7 | 2
- COCCN1CC(C(=O)NCCc2nc(C)c(C)s2)CCC1=O (stereo not given)
    1 | 0.4 | 5 | 2 | -5 | -0.9 | 2 | -1.9 | 7

Three of these compounds in a different format:
| Molecule | BoNT F protease | UGM FP inh | MazEF act | Mtb FBA inh | Rv3671c inh | Mtb BioA inh | PrPC surface inh | FadD28 binding | GDH-TPI counter |
| --- | --- | --- | --- | --- | --- | --- | --- | --- | --- |
| CCCn1c(N2CCN(CC(=O)c3c[nH]c4ccccc34)CC2)nc2c1c(=O)[nH]c(=O)n2C | -5 | 1.3 | 12 | 2 | -4 | 0.4 | 14 | -1.1 | 10 |
| O=C1NC(=O)N(Cc2ccco2)C(=O)/C1=C\c1ccc(-c2ccc(F)cc2)o1 | ? | -0.7 | -170 | -3 | -4 | 8.5 | -4 | 0.0 | -7 |
| CO/N=C/C(C#N)=C/c1ccc(OC)c(OC)c1 | -5 | 1.5 | -4 | -1 | -12 | nt | -26 | -1.6 | 26 |

Next section.
Every second line gives: BoNT F protease | UGM FP inh | MazEF act | Mtb FBA inh | Rv3671c inh | Mtb BioA inh | PrPC surface inh | FadD28 binding | GDH-TPI counter
- Cn1cccc1C(=O)NC(=O)COC(=O)CNC(=O)CNC(=O)c1ccc(Cl)cc1Cl
    -3 | 0.8 | -2 | 0 | 4 | nt | 6 | 1.1 | 10
- COc1ccc(-c2nc3ccc(Cl)cn3c2NC2CCCCC2)cc1SC1CCCCC1
    -4 | nt | -29 | 1 | 2 | 0.9 | 2 | -1.5 | 24
- CCCCN(C)C(=O)c1cc2c(s1)-c1ccccc1S(=O)(=O)C2
    -1 | -2.0 | 9 | 6 | 6 | 11 | -5 | 1.1 | 12
- COc1cccc(C(C(=O)NCC2CCCO2)N(C(=O)Cn2nnc3ccccc32)c2ccc(NC(C)=O)cc2)c1 (stereo not given)
    -19 | 1.0 | 11 | -3 | -6 | 1.2 | 7 | -2.8 | 8
- COc1cc(NC(=O)CSCC(=O)Nc2cccc(C(F)(F)F)c2)c(Cl)cc1Cl
    -4 | -0.2 | 0 | -1 | -13 | 0.4 | -1 | -5.7 | 1
- COC(=O)c1ccc(NC(=O)CNC(=O)C2CCCCC2)c(C)c1
    -14 | 0.0 | -10 | -1 | 1 | 1.1 | 12 | -1.9 | -5
- Cc1nn2c3c(cnc2c1-c1ccccc1)C(=O)CCC3
    5 | -0.5 | -5 | -1 | 1 | 0.0 | -2 | 0.0 | 13
- C/C(=N/NC(=O)CNS(=O)(=O)c1ccccc1)c1ccc(Br)cc1
    0 | -2.2 | 9 | 1 | 4 | -0.9 | 3 | -1.8 | -9
- O=C(c1cc(-c2ccccc2)n[nH]1)N1CCc2c([nH]c3ccccc23)C1c1ccccn1 (stereo not given)
    -1 | -3.7 | 8 | 0 | -13 | 0.7 | 8 | -2.6 | -3
- Cn1nnnc1SCc1ccccc1[N+](=O)[O-]
    -10 | 0.1 | -4 | -1 | -5 | -2.1 | -18 | 0.0 | 2
- OCC[C@@H]1C[C@@H](O)[C@H](O)[C@@]2(CCCc3ccccc3O2)O1
    1 | 1.4 | 7 | 1 | 10 | 0.1 | -3 | 0.5 | 3
- CC(CC(=O)Nc1ccc(Cl)c(S(=O)(=O)N2CCOCC2)c1)c1ccccc1 (stereo not given)
    -3 | nt | -1 | -2 | nt | nt | 10 | -2.4 | 7
- Oc1[nH]c2ccccc2c1/C=N/c1nccs1
    -16 | 2.8 | 32 | -2 | -7 | -0.1 | -10 | 1.1 | 31*
- Cc1ccc(S(=O)(=O)N2CCCCC2)cc1NC(=O)c1ccc2c(c1)OCO2
    -7 | -0.9 | 8 | 0 | -1 | nt | 6 | -0.9 | 1
- O=C(CN1C(=O)S/C(=C\c2ccc(O)cc2)C1=O)c1ccccc1
    0 | 0.1 | -11 | 0 | 6 | nt | -2 | 4.1 | 18
- O=C(O)CC1(CC(=O)Nc2ccccc2C(=O)c2ccccc2)CCCC1
    -6 | 3.4 | 4 | 4 | 0 | nt | 10 | -0.2 | 7
